Coupling enz: counter-screen for Giardia aldolase inhibitors: coupling enzyme system | coupling enzyme system counterscreen, AmpLite Red fluorescence | activity change, negative = inhibition, % at 58.2 µM, hits read low | 0.67% of 290,000 active; in the data active = activity change below about -30%
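Fluorescence at 525 nm excitation and 598 nm emission measured inhibition of the coupled detection system without aldolase. Compounds (at 57.5 uM final) were preincubated 10 min at room temperature with coupling enzyme reagent before a 20 min substrate/AmpLite Red step.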
Eya2 phos inh: Eya2 (human) phosphatase inhibition; recombinant Eya2, OMFP fluorescence dephosphorylation (OMFP is methylfluorescein phosphate); Potency, µM (top dose mostly 76.9 µM), inactives show top-dose activity, negative = inhibition, most hits filed as inhibitors; 0.006% of 330,000 active; AID 488837; note: potency is the fitted concentration of half-maximal effect
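Eya2 (0.2 uM) preincubated 10 min at ambient with compound, then OMFP substrate added at 50 uM; 10 min reaction in 50 mM HEPES pH 7.5, 50 mM NaCl, 5 uM MgCl2, 0.05% BSA, 1 mM DTT. Fluorescence read at Ex 485/Em 525 nm.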
uPA surface inh: inhibitors of cell surface uPA generation | cell surface uPA generation assay, qHTS | Potency, µM (top dose mostly 38.3 µM), without a hit: at the highest dose activity change, negative = inhibition, most hits filed as inhibitors | 0.31% of 330,000 active; active = well fitted inhibition curve with a large enough effect; inconclusive = small, poorly fitted or top-dose-only effect; inactive = no such curve, though single readings can be large or run the other way; tested in mouse RAW 264.7 cells; note: potency is the fitted concentration of half-maximal effect; nearly all actives have a fitted effect of over 55% in size
KCNH2 3.1 block: blocks the human KCNH2 3.1 channel isoform; U2OS KCNH2 3.1, thallium flux FluxOr; active compounds read low; activity change, % (tested at about 1.8 µM); 0.95% of 340,000 active;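 active = maximum activity change below -70%; inconclusive = maximum activity change from -70% to -50%; inactive = maximum activity change above -50%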;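 note: thallium influx rate constant from kinetic fluorescence after stimulation buffer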
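Steps: virus added to U2OS suspension (4 h, RT, dark); medium with 10% FBS added, cells plated, 37 C overnight; FluxOr/Red40 loading buffer 45 min RT; stimulation buffer, 2 min kinetic read; rate constant normalized.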
B2AR arrestin: recruits beta-arrestin to the human beta2-adrenergic receptor. P07550. beta-arrestin recruitment to beta2AR, cell-based reporter. Potency, µM (highest dose often 46.1 µM), for inactives: at the highest dose activation, most hits filed as activators. 0.02% of 330,000 active;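 note: potency is the fitted concentration of half-maximal effect; 0% = DMSO controls and full agonism = EC100 isoproterenol or metaproterenol; nearly all actives have a fitted effect of over 65% in size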
Giardia kill: Giardia lamblia killing | activity change, % at 7.66 µM, hits read low | Giardia lamblia trophozoite viability | 0.15% of 340,000 active; in the data active = activity change below about -80%; inconclusive = between about -30% and that limit;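 note: parasites exposed to compound for two days anaerobically before the ATP read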
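Luminescence from cellular ATP indicates surviving trophozoites (100 cells/well) following 48 hrs anaerobic compound treatment at 37 deg C; signal develops 15-30 min at room temperature.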
hERG WT inh: KCNH2 (human, wildtype) channel inhibition; U2OS, BacMam KCNH2, thallium flux FluxOr; active compounds read low; 0.37% of 340,000 active; activity change, % at 1.84 µM; AID 720551;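 active = maximum activity change below -70%; inconclusive = maximum activity change between -70% and -50%; inactive = maximum activity change above -50%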
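U2OS cells were transduced with wild-type KCNH2 virus (2.03 x 10^8 / mL) for 4 h at room temperature, then cultured overnight at 37 C. Thallium flux was read with FluxOr dye. Rate constants were normalized to DMSO controls.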
USP2a block: USP2a (human) protease inhibition | 0.01% of 330,000 active | Potency, µM (doses to about 38.3 µM), for inactives: at the top dose activity change, negative = inhibition, hits mostly inhibitors | USP2 core, Ub-CHOP2 coupled fluorogenic reporter, 485/531 | AID 463254 | O75604;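 note: potency is the fitted concentration of half-maximal effect; plate controls were DMSO wells for no effect and full inhibition by NEM control for full effect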
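USP2 core (10nM final) preincubated 30min RT with compound in 20mM Tris-HCl pH 8.0, 2mM CaCl2, 2mM beta-mercaptoethanol, 0.05% CHAPS; 25nM Ub-CHOP2 plus 25nM reporter substrate added, fluorescence (Ex485/Em531) read after 60min.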
PKM2 activator: PKM2 (human) enzyme activation; purified PKM2, Kinase-Glo ATP luminescence, activation; response scale: 0% is enzyme alone, no compound; Potency, µM (top dose mostly 57.5 µM), without a hit: at the highest dose activation, hits mostly activators; 0.34% of 260,000 active; P14618; note: potency is the fitted concentration of half-maximal effect; nearly all actives have a fitted effect of over 55% in size
Target sequence (P14618 whole entry, looked up): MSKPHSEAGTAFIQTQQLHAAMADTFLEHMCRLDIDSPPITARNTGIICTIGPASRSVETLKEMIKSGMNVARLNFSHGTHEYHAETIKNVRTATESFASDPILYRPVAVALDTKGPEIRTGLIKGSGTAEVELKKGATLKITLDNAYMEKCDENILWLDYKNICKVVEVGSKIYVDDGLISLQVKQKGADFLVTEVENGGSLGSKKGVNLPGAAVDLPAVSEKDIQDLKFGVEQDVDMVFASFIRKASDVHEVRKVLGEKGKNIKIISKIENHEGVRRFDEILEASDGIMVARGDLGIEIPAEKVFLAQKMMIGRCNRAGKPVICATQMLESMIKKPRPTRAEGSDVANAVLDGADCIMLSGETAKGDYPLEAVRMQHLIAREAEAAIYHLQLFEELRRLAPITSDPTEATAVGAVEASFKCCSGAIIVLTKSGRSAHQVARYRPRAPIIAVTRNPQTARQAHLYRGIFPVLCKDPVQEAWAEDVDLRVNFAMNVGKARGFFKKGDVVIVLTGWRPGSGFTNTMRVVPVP
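Kinase-Glo luminescence reports ATP generated from ADP (0.1 mM) and PEP (0.5 mM) by purified hPK-M2 after 1 h at room temperature, pH 7.2 imidazole buffer; intermediate enzyme activity allows detecting inhibitors and activators.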
BCR signal inh: blocks chronic active B-cell receptor signaling. 0.05% of 340,000 active. ABC-DLBCL IkBa-CBG/CBR reporter, luminescence ratio, 4 h. AID 493014. Potency, µM (series often up to 46.1 µM), without a hit: at the highest dose ratio change, negative = lower green/red ratio, hits mostly inhibitors; active = well fitted inhibition curve with a large enough effect in the signal ratio, with a control signal flat, not every such curve was filed as active; inconclusive = small, poorly fitted or top-dose-only effect, or effect the other way, or a change in a side signal; the % refers to the signal ratio;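 note: potency is the fitted concentration of half-maximal effect; plate controls were basal doxycycline-induced cells for no effect and cells given 10 µM MG132 for full effect; MG132 reads +100%, hits lower the ratio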
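Doxycycline induced both beetle luciferases in TMD8 lymphoma cells; IKK-driven degradation limits the IkappaBalpha-fused green signal, while red luminescence normalises for cell number and nonspecific effects. Compounds tested up to 46 uM, 4 hrs.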
GALK inh: galactokinase (human) inhibition. 0.007% of 270,000 active. AID 1868. Potency, µM (series often up to 57.5 µM), for inactives: top-dose activity change, negative = inhibition, actives largely listed as inhibitors. Purified GALK, Kinase-Glo residual ATP luminescence; note: potency is the fitted concentration of half-maximal effect
Target sequence (P51570 whole entry, looked up): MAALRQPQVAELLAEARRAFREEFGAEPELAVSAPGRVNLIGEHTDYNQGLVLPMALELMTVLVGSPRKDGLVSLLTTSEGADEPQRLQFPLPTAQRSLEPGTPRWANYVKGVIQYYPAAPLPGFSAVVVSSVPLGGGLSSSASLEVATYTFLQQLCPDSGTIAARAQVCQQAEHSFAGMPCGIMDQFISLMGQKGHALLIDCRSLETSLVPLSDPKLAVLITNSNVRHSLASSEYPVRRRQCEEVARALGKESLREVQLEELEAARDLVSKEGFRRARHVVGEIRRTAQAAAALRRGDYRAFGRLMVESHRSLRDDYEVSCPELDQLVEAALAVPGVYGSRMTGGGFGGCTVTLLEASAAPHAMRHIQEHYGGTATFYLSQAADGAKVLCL
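Luminescence from leftover ATP (Ultra-Glo luciferase/luciferin) served as read-out after a 1 h room-temperature reaction of 5 nM GALK with 35 uM ATP and 100 uM galactose.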
* hit, by the source's call; [ ] = remark or other dose. Unless noted, calls come from the whole dose curve; as a rule, active = well fitted curve in the direction sought with a large enough effect; inconclusive = small, poorly fitted or top-dose-only effect, or another doubt; inactive = no such curve, though single readings can be large; an effect the other way counts as inactive or inconclusive. Unless noted, % is set by controls: 0 for no effect and ±100 for the full control effect. No enrichment for hits; overall some 2.4% were active at least once.

Results for O=C(CN1C(=O)NC2(CCCCC2)C1=O)NCCc1c[nH]c2ccccc12 ?
Eya2 phos inh: 4%; uPA surface inh: 2%; KCNH2 3.1 block: -3; B2AR arrestin: 0.1%; Giardia kill: 3; hERG WT inh: -6; USP2a block: -1%; PKM2 activator: -7%; BCR signal inh: -7%; GALK inh: -5%

What do the screens show for `Cc1noc(C)c1N=Nc1ccc(Br)cc1C(=O)O`?
Coupling enz: 4; Eya2 phos inh: -13%; uPA surface inh: 11%; KCNH2 3.1 block: 2; B2AR arrestin: -0.2%; Giardia kill: -18; hERG WT inh: -17; USP2a block: 1%; PKM2 activator: -5%; BCR signal inh: 11%; GALK inh: 0%

What do the screens show for `CC(NS(=O)(=O)c1ccc(OCC(=O)Nc2cccc([N+](=O)[O-])c2)cc1)c1ccccc1` (stereo not given)?
Coupling enz: -1; Eya2 phos inh: -4%; uPA surface inh: 7%; KCNH2 3.1 block: -5; B2AR arrestin: 2.0%; Giardia kill: 4; hERG WT inh: -2; USP2a block: 1%; PKM2 activator: 2%; BCR signal inh: inconclusive; GALK inh: -2%

What do the screens show for `COC(=O)CSc1nnc(CSc2nc(C)cc(C)n2)o1`?
Coupling enz: 0; Eya2 phos inh: 8%; uPA surface inh: 2%; KCNH2 3.1 block: -16; B2AR arrestin: -0.2%; Giardia kill: -6; hERG WT inh: -6; USP2a block: 3%; PKM2 activator: -2%; BCR signal inh: -2%

How did Cc1ccc2[nH]c3c(c2c1)CCCC3NCCO (stereo not given) do in these assays?
Coupling enz: -2; Eya2 phos inh: 5%; uPA surface inh: -1%; KCNH2 3.1 block: -2; B2AR arrestin: 0.0%; Giardia kill: -11; hERG WT inh: -10; USP2a block: -4%; PKM2 activator: 4%; BCR signal inh: -10%; GALK inh: -4%

What do the screens show for `O=C(COC(=O)/C=C/c1ccc(Cl)cc1)NC1CCCCCC1`?
Eya2 phos inh: -3%; uPA surface inh: inconclusive; KCNH2 3.1 block: 3; B2AR arrestin: -0.2%; Giardia kill: -15; USP2a block: -2%; BCR signal inh: -4%

How did O=C(COC(=O)c1ccc(Cl)nc1)Nc1ccc2c(c1)OCO2 do in these assays?
Coupling enz: 2; Eya2 phos inh: 6%; uPA surface inh: -1%; KCNH2 3.1 block: 6; B2AR arrestin: 0.0%; Giardia kill: 3; hERG WT inh: 10; USP2a block: 1%; PKM2 activator: 2%; BCR signal inh: 6%; GALK inh: -1%

How did Cc1cc(C)c(S(=O)(=O)n2ccc3ccccc32)c(C)c1 do in these assays?
Coupling enz: -3; Eya2 phos inh: 5%; uPA surface inh: -3%; KCNH2 3.1 block: 3; B2AR arrestin: 0.2%; Giardia kill: 8; hERG WT inh: 12; USP2a block: -2%; PKM2 activator: -2%; BCR signal inh: inconclusive; GALK inh: 0%

How did CCc1ccc2c(c1)C(c1cccs1)=NNC(c1cccnc1)=N2 do in these assays?
Coupling enz: -1; Eya2 phos inh: 0%; uPA surface inh: 1%; B2AR arrestin: -0.3%; Giardia kill: 6; hERG WT inh: -1; USP2a block: 4%; PKM2 activator: 4%; BCR signal inh: -2%; GALK inh: -1%

Results for Cc1ccc(NC(=O)COC(=O)CCC(=O)c2ccc(C(C)(C)C)cc2)c([N+](=O)[O-])c1 ?
Coupling enz: 1; Eya2 phos inh: 0%; uPA surface inh: 5%; KCNH2 3.1 block: -3; B2AR arrestin: 0.2%; Giardia kill: 2; hERG WT inh: 5; USP2a block: 0%; PKM2 activator: 8%; BCR signal inh: 2%; GALK inh: 1%

Results for COc1cc(COc2ccc(-c3nnco3)cc2)ccc1OC(F)F ?
Coupling enz: 1; Eya2 phos inh: 3%; uPA surface inh: -1%; KCNH2 3.1 block: 17; B2AR arrestin: 0.4%; Giardia kill: 3; hERG WT inh: 3; USP2a block: 0%; PKM2 activator: 4%; BCR signal inh: inconclusive; GALK inh: 13%

Results for CN(C)S(=O)(=O)c1cccc(NC(=O)Cc2ccc(-c3ccccc3)cc2)c1 ?
Eya2 phos inh: 2%; uPA surface inh: 2%; KCNH2 3.1 block: -24; B2AR arrestin: 0.1%; Giardia kill: 8; hERG WT inh: -1; USP2a block: -1%; PKM2 activator: 6%; BCR signal inh: 12%; GALK inh: -2%

What do the screens show for `O=C(NCCc1cccs1)C1CC(c2ccc([N+](=O)[O-])cc2)=NO1` (stereo not given)?
Coupling enz: -5; Eya2 phos inh: -9%; uPA surface inh: -29%; B2AR arrestin: -0.4%; Giardia kill: 9; USP2a block: 5%; PKM2 activator: -12%; BCR signal inh: 2%; GALK inh: -2%

Results for O=c1[nH]c(C2CCCN(S(=O)(=O)c3ccc(F)cc3)C2)nc2c1nnn2Cc1ccccc1 (stereo not given) ?
Coupling enz: -3; Eya2 phos inh: 1%; uPA surface inh: -4%; KCNH2 3.1 block: -6; B2AR arrestin: 0.2%; Giardia kill: -6; hERG WT inh: -3; USP2a block: 0%; PKM2 activator: -8%; BCR signal inh: 7%; GALK inh: 0%

What do the screens show for `O=C(NCC1CCCO1)C1CC(c2ccccc2Cl)=NO1` (stereo not given)?
Coupling enz: 1; Eya2 phos inh: -14%; KCNH2 3.1 block: 3; B2AR arrestin: -0.7%; Giardia kill: 6; hERG WT inh: -7; USP2a block: 0%; PKM2 activator: 0%; BCR signal inh: inconclusive; GALK inh: -2%

What do the screens show for `COc1ccc(NC(=O)c2ccc(S(=O)(=O)N(C)C)cc2)cc1`?
Coupling enz: 1; Eya2 phos inh: -9%; uPA surface inh: 1%; KCNH2 3.1 block: 13; B2AR arrestin: -0.8%; Giardia kill: -19; hERG WT inh: -2; USP2a block: 1%; PKM2 activator: -2%; BCR signal inh: 10%; GALK inh: -2%

What do the screens show for `NS(=O)(=O)c1ccc(CCNC2CC(=O)N(Cc3ccccc3)C2=O)cc1` (stereo not given)?
Coupling enz: 0; Eya2 phos inh: -22%; uPA surface inh: -2%; KCNH2 3.1 block: -12; B2AR arrestin: -0.4%; Giardia kill: 12; hERG WT inh: 0; USP2a block: -7%; PKM2 activator: 0%; BCR signal inh: -9%; GALK inh: 1%

What do the screens show for `COc1ccccc1C(=O)Nc1ccc(OCC(=O)N2CCCCC2C)cc1` (stereo not given)?
Eya2 phos inh: 13%; uPA surface inh: -1%; KCNH2 3.1 block: -3; B2AR arrestin: -0.2%; Giardia kill: -6; hERG WT inh: -2; USP2a block: 3%; BCR signal inh: 3%

How did O=C(N/N=C/c1ccc2c(c1)OCO2)c1ccc2c(c1)OCO2 do in these assays?
Coupling enz: 1; Eya2 phos inh: -9%; uPA surface inh: 2%; KCNH2 3.1 block: -3; B2AR arrestin: -0.9%; Giardia kill: 0; hERG WT inh: -12; USP2a block: 0%; PKM2 activator: -4%; BCR signal inh: inconclusive; GALK inh: -1%

How did CC(C)C[C@@H](C(=O)NC1CC1)N1C(=O)N2CCc3c([nH]c4ccccc34)[C@@]2(C)C1=O do in these assays?
Coupling enz: 1; Eya2 phos inh: 5%; uPA surface inh: 3%; KCNH2 3.1 block: 4; B2AR arrestin: -0.3%; Giardia kill: -22; hERG WT inh: 4; USP2a block: 0%; PKM2 activator: 4%; BCR signal inh: inconclusive

What do the screens show for `COc1ccc2sc(-c3ccc(N(C)C)cc3)c(-c3cnc(OC)nc3)c2c1`?
Eya2 phos inh: -14%; uPA surface inh: 12%; KCNH2 3.1 block: -18; B2AR arrestin: 0.3%; Giardia kill: 15; hERG WT inh: 4; USP2a block: 0%; BCR signal inh: 1%

How did Cc1occc1C(=O)NCCc1ccc(Cl)cc1 do in these assays?
Coupling enz: 1; Eya2 phos inh: 28%; KCNH2 3.1 block: -2; B2AR arrestin: -1.0%; Giardia kill: 12; hERG WT inh: -9; USP2a block: 3%; PKM2 activator: -3%; BCR signal inh: -9%; GALK inh: 2%

What do the screens show for `CNC(=O)N(O)C1N(/N=C/c2cccs2)C(=S)SC1(C)C` (stereo not given)?
Coupling enz: 5; Eya2 phos inh: -20%; uPA surface inh: -1%; KCNH2 3.1 block: -6; B2AR arrestin: -0.3%; Giardia kill: -14; hERG WT inh: 3; USP2a block: 0%; PKM2 activator: -7%; BCR signal inh: 14%; GALK inh: 1%

What do the screens show for `O=C(O)c1ccccc1CSC1=NCCS1`?
Coupling enz: 0; Eya2 phos inh: 2%; uPA surface inh: 8%; KCNH2 3.1 block: 11; B2AR arrestin: 0.1%; Giardia kill: 30[activator]; USP2a block: 7%; PKM2 activator: 17%; BCR signal inh: inconclusive; GALK inh: 0%

Bioassay records: PubChem BioAssay, National Center for Advancing Translational Sciences (NCATS)
